Assay outcomes (PubChem BioAssay)
Nrf2 ARE act = activators of Nrf2 (ARE) signaling. AREc32 ARE-luciferase reporter (MCF7-derived line), luminescence, 24 h. Potency, µM (top dose mostly 46.1 µM), without a hit: top-dose activation, most hits filed as activators. 410,000 tested, 0.31% active. AID 624171; also: % of control where 0% means no effect; nearly all actives have a fitted effect of over 65% in size
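Each well held 1000 AREc32 cells, which were incubated with compound for 24 hr at 37 deg C after overnight attachment, and ARE reporter activity was quantified by firefly luciferase luminescence.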
HepG2 viability = kills HepG2 cells in TGF-b inhibitor counter-screen; HepG2 CAGA-GFP viability, ATP luminescence, 18 h; 410,000 tested, 0.76% active; Potency, µM (highest dose often 46.1 µM), for the others: top-dose activity change, negative = cytotoxicity, most hits filed as cytotoxic; AID 588856; also: some results filed as inactive show a strong effect at the top dose
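CellTiter-Glo luminescence gave cytotoxicity after 18 hours at 37 degrees C. The cells were HepG2 CAGA-GFP in 1% FBS DMEM, stimulated with 500 pg/mL TGF-beta after compound addition. %Activity was normalised to no-cell wells (complete cell-killing) and DMSO (no toxicity), and curves were fitted and classified.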
TGFb inhibitor = blocks TGF-b signaling. HepG2 CAGA-GFP TGF-b/SMAD3 reporter, GFP fluorescence, 18 h; TGF-beta stimulated, 500 pg/mL final. Potency, µM (top dose mostly 46.1 µM), for the others: at the highest dose activity, negative = inhibition, most hits filed as inhibitors. 410,000 tested, 1.2% active. AID 588855; also: % is scaled to controls: 0 for no effect and ±100 for the full control effect; nearly all actives have a fitted effect of over 65% in size
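First, reporter cells (HEPG2 CAGA-GFP) rested 2 h at 37 degrees C. Next, compounds were pinned in and TGF-beta added to 500 pg/mL final. After 18 h, GFP was imaged per cell and summed per well.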
A549 tox = kills or reduces viability of A549 cells in Nrf2 counter-screen | A549 ARE-Fluc cells, CellTiter-Fluor viability, 18-24 h | Potency, µM (highest dose often 46 µM), for inactives: at the top dose activity change, negative = cytotoxicity, actives largely listed as inhibitors | 390,000 tested, 0.16% active | AID 504648; also: % is scaled to controls: 0 for no effect and ±100 for the full control effect
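Cytotoxicity counterscreen: CellTiter-Fluor fluorescence was measured in A549 ARE_Fluc cells after 18-24 h of compound exposure in a concentration series. The subsequent BugLite luminescent read reports ARE-luciferase activity.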
ATXN2 expr inh = reduces ATXN2 reporter expression in HEK-293 cells. Potency, µM (titrated, usually from 57 µM), for inactives: at the top dose activity change, negative = inhibition, actives largely listed as inhibitors. HEK-293 ATXN2-luciferase reporter, luminescence, 24 h. 360,000 tested, 0.72% active; also: % is scaled to controls: 0 for no effect and ±100 for the full control effect; nearly all actives have a fitted effect of over 55% in size
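ATXN2-luciferase reporter cells (luciferase flanked by upstream and downstream ATXN2 gene portions) were treated 24 h at 37 °C with compounds at up to 57 uM. SteadyGlo luminescence gave expression; GF-AFC fluorescence gave viability.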
S2 tox = viability counter-screen for ATXN expression inhibitors; Potency, µM (series often up to 56.7 µM), usual class: cytotoxic; S2 cells (HEK-293 line with an ATXN2-luciferase reporter) viability, CellTiter-Fluor protease fluorescence, 24 h; AID 651635; 400,000 tested, 0.49% active; also: nearly all actives have a fitted effect of over 40% in size
Nrf2 block = inhibitors of Nrf2 signaling; A549 ARE-Fluc reporter, luciferase luminescence, 18-24 h; Potency, µM (titrated, usually from 46 µM), inactives show top-dose activity change, negative = inhibition, usual class: inhibitors; 360,000 tested, 2.1% active; AID 504444; also: % is scaled to controls: 0 for no effect and ±100 for the full control effect; nearly all actives have a fitted effect of over 60% in size
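In this cell-based qHTS, ARE-driven firefly luciferase in A549 cells reports Nrf2 activity; the luminescent signal after BugLite lysis is the measured value, with a prior CellTiter-Fluor read for cell health.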
EPAC2 antag = EPAC2 (human) antagonism; 360,000 tested, 0.18% active; EPAC2 GEF exchange of Rap1B-BODIPY-GDP, fluorescence; Potency, µM (top dose mostly 114 µM), without a hit: at the top dose activity, negative = inhibition, most hits filed as inhibitors; Q8WZA2; also: % is scaled to controls: 0 for no effect and ±100 for the full control effect; nearly all actives have a fitted effect of over 45% in size; many of its hits are not listed in these tables
Target sequence (Q8WZA2 whole entry, looked up): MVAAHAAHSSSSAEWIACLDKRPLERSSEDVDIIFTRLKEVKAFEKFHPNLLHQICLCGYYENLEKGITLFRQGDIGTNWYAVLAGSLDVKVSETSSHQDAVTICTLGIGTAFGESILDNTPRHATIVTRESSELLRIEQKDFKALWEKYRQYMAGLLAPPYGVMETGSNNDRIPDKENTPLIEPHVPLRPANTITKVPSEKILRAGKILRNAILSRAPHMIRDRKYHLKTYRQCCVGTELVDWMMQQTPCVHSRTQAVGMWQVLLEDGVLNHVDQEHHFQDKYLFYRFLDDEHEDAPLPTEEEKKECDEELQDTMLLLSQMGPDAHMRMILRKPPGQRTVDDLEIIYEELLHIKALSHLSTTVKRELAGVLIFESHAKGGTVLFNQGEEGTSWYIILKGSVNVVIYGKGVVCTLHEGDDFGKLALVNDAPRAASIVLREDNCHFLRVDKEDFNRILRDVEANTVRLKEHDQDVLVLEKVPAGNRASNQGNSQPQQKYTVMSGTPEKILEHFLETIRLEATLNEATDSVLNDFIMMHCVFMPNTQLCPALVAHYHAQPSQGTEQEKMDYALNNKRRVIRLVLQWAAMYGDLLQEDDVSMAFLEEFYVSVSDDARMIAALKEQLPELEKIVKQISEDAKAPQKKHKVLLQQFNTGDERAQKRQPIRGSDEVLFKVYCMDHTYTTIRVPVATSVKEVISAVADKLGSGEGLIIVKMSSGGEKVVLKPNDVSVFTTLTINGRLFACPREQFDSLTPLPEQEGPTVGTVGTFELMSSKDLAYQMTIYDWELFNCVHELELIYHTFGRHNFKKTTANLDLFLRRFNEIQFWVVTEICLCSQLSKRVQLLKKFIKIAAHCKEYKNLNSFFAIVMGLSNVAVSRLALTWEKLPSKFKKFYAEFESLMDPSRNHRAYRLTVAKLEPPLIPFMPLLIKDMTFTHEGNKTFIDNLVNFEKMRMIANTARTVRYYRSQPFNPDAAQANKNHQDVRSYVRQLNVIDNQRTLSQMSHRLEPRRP
MCF10A rerep = inducers of DNA re-replication in MCF 10A breast cells | MCF 10A DNA re-replication, Hoechst nuclear intensity, 48 h | Potency, µM (top dose mostly 46.1 µM), for inactives: top-dose activity, positive = re-replication, hits mostly activators | 350,000 tested, 2.9% active; also: % of control where 0% means no effect; nearly all actives have a fitted effect of over 50% in size
* hit, by the source's call; i = inactive; u = inconclusive; x = no result given; [ ] = remark or other dose. Calls follow the shape of the dose curve; as a rule, active = well fitted curve in the direction sought with a large enough effect; inconclusive = small, poorly fitted or top-dose-only effect, or another doubt; inactive = no such curve, though single readings can be large; an effect the other way counts as inactive or inconclusive. Potency is read from the fitted curve at half-maximal effect. The list is partial (hit frequency here may not be typical).

Order of results – Nrf2 ARE act | HepG2 viability | TGFb inhibitor | A549 tox | ATXN2 expr inh | S2 tox | Nrf2 block | EPAC2 antag | MCF10A rerep
> Cc1ccccc1NC(=O)Cn1c(=O)n(Cc2ccc3c(c2)OCO3)c(=O)c2ccccc21
→ 0.7% | -21% | -9% | 0% | 5% | u | -8% | x | x
> COc1ccc(S(=O)(=O)N2CCN(CC(=O)Nc3ccc(F)c(F)c3)CC2)cc1
→ 3.1% | 3% | u | 1% | -7% | i | x | 3% | -3%
> CCCCCSc1nc(C)c(CC(=O)O)c(=O)[nH]1
→ -0.2% | -3% | -4% | -13% | 4% | i | -17% | 0% | 18%
> C1CN(c2nc3nonc3n3nnnc23)CCO1
→ -0.1% | -27% | -6% | -2% | 5% | i | 10% | -3% | 0%
> Cc1ccc(C)c(Cn2cnc3ccccc3c2=O)c1
→ -1.2% | -9% | -24% | -12% | -6% | i | -7% | x | x
> Cc1ccccc1NC(=S)NNC(=O)c1csc2c1CCC(C)C2 (stereo not drawn)
→ -0.3% | -15% | -19% | 6% | -36% | u | x | -22% | 16%
> COCC1CCN(Cc2nc(-c3cccs3)no2)C1 (stereo not drawn)
→ -0.2% | 11% | 19% | 1% | 36%[activator][11.3 µM] | i | u | -8% | -3%
> COc1ccc(CCn2c(=O)[nH]c3cc(C(=O)N4CCN(c5ccccn5)CC4)ccc3c2=O)cc1OC
→ 0.0% | 6% | u | 8% | -4% | i | 3% | 15% | -2%
> CCc1ccc(N2C(=O)C3NN=C(C(=O)OCc4ccccc4)C3C2=O)cc1 (stereo not drawn)
→ -1.4% | 1% | -2% | 5% | -8% | i | -8% | -10% | 17%
> Cn1c(=O)c2c(nc(Cl)n2CCOc2ccccc2)n(C)c1=O
→ -0.1% | -2% | -10% | 4% | u | i | 26µM* | 0% | 4%
> CCNC(=O)C1(C)CCCN(C(=O)/C=C/c2ccccc2)C1 (stereo not drawn)
→ -1.2% | -1% | -12% | x | 12% | i | x | -13% | x
> Fc1ccc(/C=N/c2c(-c3ccc(F)cc3)nc3n2CCS3)cc1
→ 0.2% | 10% | -1% | 0% | -26% | i | x | -8% | 19%
> FC(F)(F)c1ccc(-c2nc(=S)[nH][nH]2)cc1
→ 0.0% | -23% | -11% | 3% | 17% | i | 18% | 3% | 0%
> COc1cc(Cl)c(C)cc1NC(=O)COc1ccccc1[N+](=O)[O-]
→ u | -15% | 0% | -2% | -7% | i | u | 10% | 16%
> COc1cccc(CNC(=O)c2cc3cccc4c3n2CC(C)S4)c1OC (stereo not drawn)
→ -1.0% | -22% | 0% | 2% | x | x | -14% | x | x

Order of results – Nrf2 ARE act | HepG2 viability | TGFb inhibitor | A549 tox | ATXN2 expr inh | S2 tox | Nrf2 block | EPAC2 antag | MCF10A rerep
> CCOC(=O)[C@]12CCC=C1N(Cc1ccco1)C(=O)[C@H](CC(=O)NCCCCc1ccccc1)C2
→ 1.1% | x | x | x | -6% | u | x | 5% | x
> CCOC(=O)CSc1nnc(NC(=O)NC(C)C)s1
→ -0.4% | -13% | -17% | 1% | 7% | i | -7% | 0% | 18%
> C[C@@H]1COC(=O)[C@@H](CC(=O)OC(C)(C)C)C/C=C\C[C@H](CC(=O)N(CCO)Cc2ccccc2)C(=O)N1
→ -0.4% | 11% | 6% | 0% | 3% | i | -10% | 8% | -2%
> Cc1nn(-c2ccc(N3CCCCC3)nn2)c(C)c1CCC(=O)Nc1ccc(F)cc1
→ -0.1% | -11% | -1% | -6% | 3% | i | 12% | -4% | 7%
> O=C1CSC2(C(=O)N3CCCc4cccc2c43)N1c1cccc(C(F)(F)F)c1 (stereo not drawn)
→ -0.3% | -1% | u | 2% | -7% | i | -10% | -1% | -3%
> O=S(=O)(NCc1ccccn1)c1ccc(F)cc1
→ -0.7% | 12% | u | 0% | -8% | u | 8% | 10% | -3%
> Cc1ccc(C(=O)Nc2cccc(-c3cnc4ccccc4n3)c2)cc1
→ -0.1% | 1% | 20% | -2% | 3% | u | 4% | 4% | 1%
> CC(=O)Oc1ccc(Cl)cc1/C=C/c1ccc2ccccc2n1
→ u | -75% | u | 1% | -12% | u | 5% | 1% | 0%
> CC(C)Cc1cc(C(=O)N2CCCC(C(=O)c3cc(F)ccc3F)C2)n(C)n1 (stereo not drawn)
→ 0.5% | -3% | 0% | -4% | 4% | i | -22% | -14% | 7%
> CCN(CC)S(=O)(=O)c1ccc(OCCNS(C)(=O)=O)cc1
→ -0.1% | 10% | 5% | 1% | -20% | i | -3% | -2% | u
> COc1ccc(CN2C(=O)N(c3ccc(C)cc3)C(=O)C2CC(=O)Nc2ccccc2)cc1OC (stereo not drawn)
→ -0.6% | 0% | 4% | 5% | 3% | i | 2% | x | x
> Cc1cc(C)nc(NN=C2CCCC2)n1
→ -0.3% | 12% | u | -10% | 27% | i | -13% | 0% | -2%
> CCc1cc(C(c2ccc(F)cc2)N2CCOCC2)c(NC(=O)c2ccccc2)s1 (stereo not drawn)
→ 14% | -33% | u | 1% | -3% | i | 8% | -26% | 3%
> CCOC(=O)c1cnc2c(C)cc(Cl)cc2c1N1CCN(C)CC1
→ 3.1% | -7% | -2% | -7% | -22% | x | -1% | -4% | 2%
> O=C1Nc2ccccc2N=C(c2ccccc2)C1N(C(=O)c1ccnc2ccccc12)c1ccccc1 (stereo not drawn)
→ 17% | -41% | u | x | -37% | u | x | -6% | x

A second format for part of the listing above:
molecule,Nrf2 ARE act,HepG2 viability,TGFb inhibitor,A549 tox,ATXN2 expr inh,S2 tox,Nrf2 block,EPAC2 antag,MCF10A rerep
CC(=O)Oc1ccc(Cl)cc1/C=C/c1ccc2ccccc2n1,u,-75%,u,1%,-12%,u,5%,1%,0%
CCc1cc(C(c2ccc(F)cc2)N2CCOCC2)c(NC(=O)c2ccccc2)s1 (stereo not drawn),14%,-33%,u,1%,-3%,i,8%,-26%,3%
CCOC(=O)c1cnc2c(C)cc(Cl)cc2c1N1CCN(C)CC1,3.1%,-7%,-2%,-7%,-22%,x,-1%,-4%,2%
CCN(CC)S(=O)(=O)c1ccc(OCCNS(C)(=O)=O)cc1,-0.1%,10%,5%,1%,-20%,i,-3%,-2%,u
Cc1ccc(C(=O)Nc2cccc(-c3cnc4ccccc4n3)c2)cc1,-0.1%,1%,20%,-2%,3%,u,4%,4%,1%
CCOC(=O)[C@]12CCC=C1N(Cc1ccco1)C(=O)[C@H](CC(=O)NCCCCc1ccccc1)C2,1.1%,x,x,x,-6%,u,x,5%,x

The listing continues:
Order of results – Nrf2 ARE act | HepG2 viability | TGFb inhibitor | A549 tox | ATXN2 expr inh | S2 tox | Nrf2 block | EPAC2 antag | MCF10A rerep
> C(=C\c1ccccn1)/c1ccncc1
→ -0.3% | 0% | -8% | -3% | x | i | 11% | -9% | -2%
> O=C1C=C(N2CCCCC2)c2ccccc2C1=O
→ -2.9% | -103% | 2.8µM* | 18µM* | 30µM* | x | 9.2µM* | 35µM* | u
> CC(C)CC(=O)Nc1ccccc1N1CCN(C(=O)c2ccccc2)CC1
→ -0.7% | -19% | -3% | -2% | -6% | i | -13% | 5% | -2%
> CC(=O)Nc1ccc2c(c1)C(=O)N(C1CCCCC1)C2=O
→ -0.6% | 3% | 1% | 0% | 1% | i | x | 11% | -9%
> O=C(Cc1ccccc1)Nc1ccc(C(=O)Nc2ccc(O)cc2)cc1
→ 4.2% | 13% | 15% | -13% | -3% | u | -1% | 7% | u
> Cn1c(SCC(=O)NCc2ccc(F)cc2)nc2ccccc21
→ 0.0% | -21% | 1% | x | 8% | i | -9% | 2% | 3%
> c1ccn2c(SCc3cn4ccsc4n3)nnc2c1
→ -0.3% | 1% | -5% | -7% | 13% | i | u | 1% | 1%
> Cc1c(Cl)cccc1-c1ccc(CNc2ccc3[nH]c(=O)[nH]c3c2)o1
→ 7.8% | -20% | 0% | 5% | -31% | i | -17% | x | x
> CCCOc1ccc(C(=O)Nc2cc3c(cc2N2CCCCC2)n(C)c(=O)n3C)cc1
→ -1.2% | -1% | -21% | 1% | 7% | i | 0% | x | x
> O=C(O/N=C(/c1ccccc1)c1ccncc1)c1ccc(F)cc1
→ 0.0% | -13% | 0% | 7% | -2% | i | u | u | 25%
> COc1ccc(/C=N/NC(=O)CNC(=O)c2ccncc2)cc1OC
→ 0.0% | -5% | -12% | -2% | -14% | i | 19% | 1% | -21%
> CCOC(=O)[C@]12CCCC=C1N(Cc1ccc3c(c1)OCO3)C(=O)[C@H](CC(=O)NCCc1ccccc1OC)C2
→ 3.9% | x | x | x | -33% | u | x | -14% | x
> O=C(Nc1ccc2nc(SCC(=O)N3CCCc4ccccc43)sc2c1)c1ccc(F)cc1
→ 4.2% | -14% | 0% | -22% | x | x | u | x | x
> COC(=O)c1ccc(CNC(=O)c2sccc2-c2ccccc2)cc1
→ 0.2% | -8% | -10% | 13% | -21% | i | -15% | -15% | 18%
> COc1ccc(NC(=O)c2ccc(-c3ccc([N+](=O)[O-])cc3)o2)cc1OC
→ 0.8% | -4% | -14% | -11% | -35% | u | u | -2% | u

Order of results – Nrf2 ARE act | HepG2 viability | TGFb inhibitor | A549 tox | ATXN2 expr inh | S2 tox | Nrf2 block | EPAC2 antag | MCF10A rerep
> C=CCn1c(=O)c2ccccc2n2c(SCC(=O)N3CCCc4ccccc43)nnc12
→ -0.5% | -17% | 7% | -3% | 0% | i | -1% | -4% | -3%
> CCc1ccc(-n2ccc(=O)c(C(=O)O)n2)cc1
→ -0.3% | -5% | -7% | -4% | -24% | i | -22% | 2% | 5%
> COc1ccc(C)cc1N(C(=O)c1cccc(F)c1)c1nc2ccccc2s1
→ 5.6% | -63% | 8% | 0% | 9% | i | 1% | 4% | 5%
> COc1ccc(/C=N/n2c(C)nc3ccccc3c2=O)cc1
→ 0.8% | 8% | -12% | 2% | 25% | i | 1% | 2% | -1%
> Cc1ccc2nc(COC(=O)c3cccnc3Cl)cc(=O)n2c1
→ 0.7% | 30% | 32%[activator] | x | x | i | x | -7% | x
> CCOc1ccc(-n2c(SCC(=O)Nc3ccccc3C)n[nH]c2=O)cc1
→ 0.4% | -36% | u | 10% | 1% | i | -12% | 1% | -5%
